Shn3 inh set2: Schnurri-3 reporter inhibition in Clone20 osteoblasts. Clone20 osteoblast Shn3 3'UTR firefly luciferase, 24 h. inhibition, % at 12.5 µM. 360,000 tested, 0.52% active. AID 588674;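 active = mean inhibition of at least 75% with every replicate also reaching 75%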;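 also: 0% = median of neutral control wells and 100% = pilot-screen positive control compound; some compounds past the cut are filed as inactive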
Peg3 prom inh: reduces Peg3 promoter-driven luciferase expression in HeLa. HeLa PEG-Prom luciferase reporter, luminescence, overnight. inhibition, % at 20 µM. 360,000 tested, 1.7% active. AID 588405;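 active = inhibition of at least 50% at 20 µM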
TROY NFkB inh: blocks TROY-dependent signaling in reporter cells. Q293 LMP1-TROYcd NF-kB luciferase reporter, 4 h. inhibition, % at 10 µM. 360,000 tested, 0.98% active;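 active = compounds whose plate-normalised and pattern-corrected inhibition of the luciferase reporter signal at the single screening dose is 50% or more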
CF NFkB block: inhibitors of cystic fibrosis induced NF-kB. inhibition, % at 5 µM. 360,000 tested, 0.86% active. KKLEB NF-kB-GFP reporter, PAF-induced, GFP fluorescence overnight;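 active = at least 50% inhibition at 5 µM, scaled per plate between neutral and stimulator controls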;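 also: PAF is a Pseudomonas aeruginosa culture filtrate used as stimulus; plate controls were PAF-stimulated DMSO wells for no effect and unstimulated DMSO wells for full effect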
NR2E3 ag-1: agonists of human nuclear receptor NR2E3; Q9Y5X4; GST-NR2E3/biotin-RetCOR TR-FRET, 1536-well; inhibition of corepressor binding, % at 4.78 µM; 320,000 tested, 0.12% active; AID 2300;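 active = percent inhibition above the cutoff of mean plus 3 SD of all tested compounds, set per screening campaign, cut at about 20% in these data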;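 also: 0% = DMSO wells and 100% = biotin wells as full block of FRET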
Target sequence (Q9Y5X4 whole entry, looked up): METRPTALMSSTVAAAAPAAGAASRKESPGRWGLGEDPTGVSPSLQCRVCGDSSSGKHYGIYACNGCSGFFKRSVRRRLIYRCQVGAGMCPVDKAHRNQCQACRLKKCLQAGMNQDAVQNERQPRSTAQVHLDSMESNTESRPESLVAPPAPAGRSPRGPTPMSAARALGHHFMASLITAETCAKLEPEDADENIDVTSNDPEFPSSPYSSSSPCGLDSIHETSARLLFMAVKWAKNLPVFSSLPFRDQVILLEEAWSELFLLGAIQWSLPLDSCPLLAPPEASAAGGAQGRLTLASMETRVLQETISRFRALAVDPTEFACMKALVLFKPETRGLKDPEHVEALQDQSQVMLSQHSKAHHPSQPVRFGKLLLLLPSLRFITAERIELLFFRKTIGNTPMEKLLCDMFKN
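Test system – NR2E3–RetCOR corepressor complex · Quantity – NR2E3 fusion 1.35 nM · Buffer or medium – Tris pH 7.5 · Incubation – Compound–protein incubation for 5 h at 4 °C · Technique – TR-FRET, Eu(K)-anti-GST donor, streptavidin-D2 acceptor, ex 340, em 617/671 nm · Evaluation – percent inhibition of 671/617 nm emission ratio versus biotin and DMSO controls · Plate – 1536-well format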
KKLEB tox: counter-screen for CF NF-kB inhibitors: cytotoxicity; 360,000 tested, 0.36% active; activity change (cytotoxicity), % at 5 µM; KKLEB CF airway cells viability, ATPlite luminescence, overnight; hits give low values; cells stimulated with P. aeruginosa culture filtrate;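 active = corrected activity change at or below -50% at 5 µM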
TWEAK-Fn14 inh: inhibitors of TWEAK-Fn14 interaction signaling. 360,000 tested, 2% active. inhibition, % at 10 µM. TWEAK-stimulated Fn14 reporter cells, luciferase luminescence, 8 h; in the data active = inhibition above about 50%
TRPM1 prom inh: MITF TRPM1 promoter inhibition in SK-MEL-5 cells | SK-MEL-5 TRPM1 promoter luciferase, 24 h | inhibition, % at 12.5 µM | 330,000 tested, 0.83% active;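 active = mean inhibition across replicates of 60% or more, whatever share of single replicates reaches that level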; also: values of inactives mirror those of a sister screen read the other way
NR2E3 ag-2: agonists of human NR2E3 nuclear receptor; Q9Y5X4; CHO-S Gal4-NCOR/VP16-NR2E3 two-hybrid, luciferase; inhibition of corepressor binding, % at 3.98 µM; 360,000 tested, 0.35% active; AID 602229;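 active = inhibition above the mean of all tested compounds plus 3 SD, cut at about 70% in these data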;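 also: 0% = DMSO with NR2E3 transfected cells and 100% = cells lacking NR2E3 construct; higher means lower luciferase signal from less NR2E3 corepressor binding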
TRAIL sens C8: caspase-8 TRAIL sensitization. NB7+C8 cells + TRAIL, ATPlite viability luminescence. inhibition (viability loss, TRAIL sensitization), % at 10 µM. 360,000 tested, 1% active. AID 624354;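 active = compounds causing at least 50% loss of cell viability in the single-dose screen, relative to plate controls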
HIF-2a inh: blocks HIF-2a reporter activity; inhibition, % at 18.8 µM; AID 624352; 360,000 tested, 0.72% active; 786-0 RCC cells HIF-2a reporter, luciferase luminescence, overnight;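 active = inhibition of the luminescence signal of 40% or more relative to plate controls, in a single-dose primary screen at 18.75 µM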
Starred values were filed as active, the others as inactive; nt = no result given.

Value order: Shn3 inh set2 | Peg3 prom inh | TROY NFkB inh | CF NFkB block | NR2E3 ag-1 | KKLEB tox | TWEAK-Fn14 inh | TRPM1 prom inh | NR2E3 ag-2 | TRAIL sens C8 | HIF-2a inh
O=C(C1=C(O)C(=O)N(CCCn2ccnc2)C1c1ccc(F)cc1)c1ccco1 (stereo unspecified)
    7 | 0 | 1 | -2 | 36* | -2 | 1 | 6 | -8 | 1 | 6
CCOC(=O)CN1C(=O)c2ccccc2Sc2ncccc21
    -2 | -2 | 38 | -18 | 1 | 2 | 32 | -9 | -19 | -7 | -22
CC1CCCCC1NC(=O)c1cccc(S(=O)(=O)N2CCN(C)CC2)c1 (stereo unspecified)
    -117 | 0 | -8 | -11 | -4 | 15 | 3 | 1 | -7 | 0 | 8
Cc1ccc(C2(c3ccc(C)cc3)NC(=O)N(CC(=O)NCCCN3CCCC3=O)C2=O)cc1
    -8 | 1 | -4 | -7 | nt | -2 | 20 | 11 | -4 | -9 | 11
COc1ccccc1NC(=O)c1cnc(SC)nc1
    0 | -22 | -1 | -11 | 1 | 17 | -14 | -5 | -2 | 7 | -61
C=CCn1c(-c2cccs2)nc2ccccc21
    -8 | -49 | -29 | 1 | 4 | 11 | 4 | -20 | -23 | 21 | -66
CC(=O)n1cc(/C=N/NC(N)=S)c2ccccc21
    5 | -3 | -11 | -37 | 2 | 9 | -10 | 32 | -30 | 2 | -1
COCC(=O)N1CCCC(N(C)CCc2ccc(OC)c(OC)c2)C1 (stereo unspecified)
    -20 | -20 | -23 | -10 | 3 | 1 | 9 | -4 | 4 | -4 | -62
O=[N+]([O-])c1ccc(C(=S)N2CCN(c3ccc(F)cc3)CC2)cc1
    -8 | 12 | 7 | 5 | -3 | -5 | -15 | 15 | -11 | -2 | -6
CC1(C(=O)Nc2ccc3nc[nH]c3c2)CCN1C(=O)CCc1ccccc1 (stereo unspecified)
    -3 | 10 | 4 | -26 | nt | 16 | 0 | nt | -4 | 14 | 11
CN(C)c1cccc(C(=O)OCC(=O)Nc2ccccc2-c2ccccc2)c1
    3 | -10 | 21 | 16 | 0 | -4 | -2 | 7 | -19 | 6 | 19
CCn1c(SCC(=O)c2[nH]c(C)c(C(C)=O)c2C)nnc1-c1ccncc1
    -14 | -2 | -2 | 12 | 5 | 1 | -11 | 2 | 9 | 6 | 11
COc1ccccc1C(=O)NCCNC(=O)c1ccco1
    6 | -17 | -13 | -12 | 1 | 14 | -10 | -8 | -20 | -4 | 9
COc1ccc2[nH]c(C(O)(Cc3cccnc3)Cc3cccnc3)cc2c1
    -8 | 4 | 20 | 2 | -2 | 4 | 29 | 14 | -3 | -7 | 13
O=C(COC(=O)c1cc(=O)[nH]c2ccccc12)Nc1nc(-c2cccc(Br)c2)cs1
    4 | -158 | 20 | 10 | -2 | 19 | 76* | -34 | -18 | 4 | -182
Cn1c2c(c(=O)n(C)c1=O)C(c1ccccc1Cl)C(C#N)=C(N)O2 (stereo unspecified)
    -2 | 1 | -5 | -8 | -2 | 5 | -10 | 9 | -12 | 9 | 9
COCCn1c(=S)[nH]c2cc(C(=O)NCCc3ccc(OC)c(OC)c3)ccc2c1=O
    -5 | 18 | 11 | -4 | 3 | 11 | 21 | 12 | -5 | -5 | 21
Cn1c(=O)c(C(=O)CN2CCOCC2)c(N)n(Cc2ccccc2)c1=O
    13 | 6 | 14 | -9 | -3 | 8 | 2 | 3 | -1 | -8 | 13
O=C(CN1C(=O)C2C3CCC(C3)C2C1=O)N1CCN(Cc2ccccc2)CC1 (stereo unspecified)
    17 | -10 | 1 | 0 | -1 | 3 | -7 | 6 | -7 | -12 | -5
CC1(C)CC(N(Cc2ccc(F)cc2)C(=O)c2ccc(F)cc2)CCO1 (stereo unspecified)
    -6 | 3 | -3 | -8 | -1 | -3 | 1 | -11 | 23 | 11 | 13
COc1ccc(Cl)cc1C(=O)O/N=C(\N)c1ccncc1
    -22 | -46 | -11 | -5 | -4 | 2 | -25 | -16 | -24 | 31 | -108
Cc1noc(-c2ccc(Cl)cc2)c1C(=O)O/N=C(\N)c1ccc(C(C)(C)C)cc1
    -7 | 112* | -24 | 10 | 2 | -2 | -19 | -7 | -4 | 94* | 0
CC(=O)Nc1ccc(NS(=O)(=O)c2ccc(OC(C)C(=O)N3CCOCC3)cc2)cc1 (stereo unspecified)
    10 | -21 | -7 | -4 | 6 | 1 | -15 | -2 | 13 | 5 | 2
COc1ccccc1N1CCN(C(=O)C2CC2)CC1
    -3 | -4 | -5 | -2 | 4 | -2 | -4 | nt | 23 | -4 | 14
CCN1CCN(c2nc(N(C)c3ccccc3)nc(N)c2[N+](=O)[O-])CC1
    5 | 6 | -59 | -17 | 3 | 1 | 9 | -15 | -20 | -5 | 25
OC1(c2ccc(OC(F)F)cc2)CSC(=Nc2cccnc2)N1C1CC1 (stereo unspecified)
    83 | -11 | 2 | -5 | 1 | 0 | 24 | 30 | 69 | 9 | -1
CC(C)c1ccc(NC(=O)N2CCCC2C(=O)Nc2ccc(-n3cnnn3)cc2)cc1 (stereo unspecified)
    -5 | -21 | -35 | -12 | -1 | 3 | -15 | 5 | -4 | -3 | -23
COc1cc(/C=C/C(=O)OCC(=O)Nc2ccccc2Cl)cc(OC)c1OC
    14 | 10 | -6 | 13 | -1 | -17 | -30 | 10 | -7 | -1 | 15
CC(Oc1ccc(Cl)cc1Cl)c1nc(-c2ccc(NC(=O)c3ccccn3)cc2)no1 (stereo unspecified)
    48 | -168 | 21 | 23 | 0 | -50 | 53* | -46 | -107 | 14 | -152
COCCCN1C(=O)c2ccc(C(=O)NCCc3ccccc3)cc2C1=O
    -36 | -59 | 6 | 3 | -4 | -20 | 30 | -37 | -131 | -10 | -126
CN(C[C@H](Cc1ccccc1)N(C[C@H](c1ccccc1)N(CCc1ccccc1)N=O)N=O)N=O
    87* | 8 | -5 | -4 | 4 | -12 | 4 | 1 | -22 | 7 | 6
Cc1ccc(O)c(/C=N/NC(=O)Cc2ccc(Cl)cc2)c1
    45 | 39 | -4 | 13 | 2 | -24 | 8 | 16 | -41 | 13 | 3
CCCCNC(=O)CCn1nc(-c2ccc(Cl)cc2)c2ccccc2c1=O
    2 | 11 | -3 | 3 | -1 | 2 | -11 | 11 | -31 | -12 | 22
CCCn1nnnc1NC(=O)CSc1ccc(Cl)cc1
    3 | -7 | 9 | -5 | -1 | -8 | -5 | -6 | 5 | -8 | 6
CSc1ccc(/C=N/N2CCN(c3ccccc3)CC2)cc1
    -90 | -61 | -48 | 4 | 3 | 10 | -2 | -44 | -14 | -6 | -71
CC(=O)Nc1ccc(S(=O)(=O)N2CCC(C(N)=O)(N3CCCCC3)CC2)cc1
    -1 | -3 | -18 | -13 | -6 | 8 | 3 | -12 | 3 | 6 | 2
C(=C\c1ccccc1)/CN1CCN(C(c2cccs2)c2nnnn2Cc2ccccc2)CC1 (stereo unspecified)
    3 | 10 | 26 | 11 | nt | -8 | 25 | nt | -16 | 2 | -33
O=C(CN1C(=O)NC2(CCCCCC2)C1=O)NCCc1ccccc1
    -5 | -12 | -1 | -8 | 1 | -16 | 2 | -8 | 4 | -9 | -19
Cc1cc(C)c2ccc(/C=N/O)nc2c1O
    15 | -53 | 3 | -2 | 1 | 4 | -6 | -5 | -15 | 21 | 16
C#CCN(C[C@@H]1[C@@H](OC(=O)NCc2ccccc2)[C@@H](OC(=O)NCc2ccccc2)CN(C(=O)OC(C)C)N1C(=O)OC(C)C)S(=O)(=O)c1ccc(C)cc1
    46 | 8 | 2 | 24 | nt | -7 | 11 | nt | 16 | 8 | 6
CC(C)C(=O)N1CCC2(CC1)Oc1ccc(F)cc1C(=O)C21CC(c2ccccc2)=NO1 (stereo unspecified)
    10 | 17 | -23 | -15 | 0 | -21 | -33 | -9 | -14 | 9 | 15
Cc1cccc2c1N1C(=O)c3c(C(=O)O)cccc3C1CC2C (stereo unspecified)
    -7 | 5 | -5 | 2 | 0 | 2 | 5 | 5 | 4 | -3 | 18
CN(CC(=O)Nc1ccc(F)cc1)C(=O)COC(=O)c1cccc(N(C)C)c1
    -59 | -174 | -24 | -9 | 1 | 4 | -32 | nt | -83 | 4 | -135
COc1ccccc1Nc1nc(-c2sc(NC(=O)CC(C)C)nc2C)cs1
    17 | -13 | -10 | 0 | 16 | -4 | 5 | 8 | 18 | 4 | -10
CCOc1ccc(CCNC(=O)Cn2nc(C)c3c(C)n(-c4ccccc4)nc3c2=O)cc1
    18 | 13 | 7 | 2 | -1 | 2 | -14 | 17 | 8 | -10 | 10
Cc1[nH]nc2c1C(c1ccc(-c3ccc(Cl)cc3)o1)C(C#N)=C(N)O2 (stereo unspecified)
    -8 | 32 | -14 | -39 | 0 | -12 | -14 | 2 | -26 | 8 | -51
O=C1c2ccccc2C(O)N1Cc1cccs1 (stereo unspecified)
    -5 | -1 | -10 | 5 | 5 | -7 | -4 | 0 | 1 | -4 | 8
CC(=O)Nc1cc(C)nn1-c1nc(C)cc(C)n1
    7 | -3 | 1 | -3 | 0 | -2 | 31 | 6 | -6 | -8 | 0
COC(=O)CCCc1nc2ccccc2s1
    -8 | -67 | -27 | 6 | 9 | -4 | -17 | -22 | 5 | -5 | -38
C1=CC2(C=C1)OC21CCC2(C=CC3(C2)OC3C2CCCCC2)CC1 (stereo unspecified)
    9 | 6 | -2 | 0 | nt | 10 | 10 | nt | -15 | -3 | 13
CCNC(=O)N(CC)C[C@H]1N[C@@](C)(C(=O)OC)[C@H]2C(=O)N(Cc3ccccc3)C(=O)[C@@H]12
    -1 | -17 | -7 | 0 | nt | 13 | -3 | -4 | -29 | 4 | -6

As a short view, some entries already given:
Value order: Shn3 inh set2 | Peg3 prom inh | TROY NFkB inh | CF NFkB block | NR2E3 ag-1 | KKLEB tox | TWEAK-Fn14 inh | TRPM1 prom inh | NR2E3 ag-2 | TRAIL sens C8 | HIF-2a inh
CCOC(=O)CN1C(=O)c2ccccc2Sc2ncccc21
    -2 | -2 | 38 | -18 | 1 | 2 | 32 | -9 | -19 | -7 | -22
CC1CCCCC1NC(=O)c1cccc(S(=O)(=O)N2CCN(C)CC2)c1 (stereo unspecified)
    -117 | 0 | -8 | -11 | -4 | 15 | 3 | 1 | -7 | 0 | 8
Cc1ccc(C2(c3ccc(C)cc3)NC(=O)N(CC(=O)NCCCN3CCCC3=O)C2=O)cc1
    -8 | 1 | -4 | -7 | nt | -2 | 20 | 11 | -4 | -9 | 11
COc1ccccc1NC(=O)c1cnc(SC)nc1
    0 | -22 | -1 | -11 | 1 | 17 | -14 | -5 | -2 | 7 | -61
C=CCn1c(-c2cccs2)nc2ccccc21
    -8 | -49 | -29 | 1 | 4 | 11 | 4 | -20 | -23 | 21 | -66
CC(=O)n1cc(/C=N/NC(N)=S)c2ccccc21
    5 | -3 | -11 | -37 | 2 | 9 | -10 | 32 | -30 | 2 | -1
COCC(=O)N1CCCC(N(C)CCc2ccc(OC)c(OC)c2)C1 (stereo unspecified)
    -20 | -20 | -23 | -10 | 3 | 1 | 9 | -4 | 4 | -4 | -62
O=[N+]([O-])c1ccc(C(=S)N2CCN(c3ccc(F)cc3)CC2)cc1
    -8 | 12 | 7 | 5 | -3 | -5 | -15 | 15 | -11 | -2 | -6

From PubChem

The list is partial; rates above refer to the full screens.
